Source: PubChem (University of Kansas High Throughput Screening Laboratory)
mHTT CaM bind – mHTT-calmodulin interaction abrogation. actives 3.6% (n = 190,000). AlphaScreen His-mHTT/GST-CaM binding, luminescence. P42858. AID 1671202. inhibition, % at 15 µM;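 note: 0% = both proteins with DMSO and 100% = one protein alone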
Pf apPOL inh – Pf-apPOL DNA polymerase inhibition | Recombinant Pf-apPOL, molecular beacon fluorescence, 1.5 h | inhibition, % at 10 µM | actives 0.25% (n = 210,000)
An asterisk follows results filed as active; nt = no result given; & = joins results of further samples. Cut-off read from the data, not from the text of the source: active = inhibition above about 50%; inactive = the rest.

SMILES	mHTT CaM bind	Pf apPOL inh
COc1ccc(OC)c(/C=C2/N=C(c3ccc(Cl)cc3)OC2=O)c1	14.0	-2.9
CC(=O)N1c2ccccc2NC2=C(C(=O)CC(C)(C)C2)C1c1cccn1C (stereo not given)	6.3	4.7
O=C(CCC1CCCC1)N1CCN(c2nnc3c(Cl)cccn23)CC1	41.2	-8.1
O=C(NNC(=O)c1csc(-c2cnccc2C(F)(F)F)n1)Nc1cccc(Cl)c1	nt	-41.1
O=C(Nc1ccc(NC(=O)c2cc3ccccc3o2)cc1Br)c1ccccc1	-9.3	-20.5
O=C1OC(c2ccco2)=N/C1=C/c1cccc([N+](=O)[O-])c1	-2.0	-4.8
Cc1c(Cl)cccc1NC(=O)C(=O)NC1CCCC1	-2.6	-2.6
COc1cccc(CNC(=O)c2cnn3c(C)c(Cc4ccccc4Br)c(C)nc23)c1	8.0	-5.3
Cc1cc2c(=O)n(CC(=O)NCc3ccccc3)ccc2s1	-8.2	-0.2
Cc1nc2ccccc2c(=O)n1NC(=O)c1c(O)c2ccccc2n(C)c1=O	-2.4	2.2
COc1cccc2cc(-c3cc(=O)oc4cc(OC(=O)c5ccco5)ccc34)c(=O)oc12	1.8	-4.2
COc1cccc(-c2cc(C(F)(F)F)nc(S(C)(=O)=O)n2)c1	12.0	-1.3
CN(C)C(=O)COc1cc2oc(=O)c3c(c2cc1Cl)CCC3	1.0	-5.1
NC(=O)CCS(=O)(=O)c1ccccc1	0.5	-8.3
COc1ccc(-c2c(Cc3ccccc3)[nH]n3c(=O)cc(-c4ccc([N+](=O)[O-])cc4)nc23)cc1	8.8	-0.6
Cc1ccc(NC(=O)Nc2nnc(-c3cccc([N+](=O)[O-])c3)s2)cc1C	2.9	-3.3
COc1ccc(C(O)=C2C(=O)C(=O)N(c3nc(C)c(C)s3)C2c2ccco2)cc1 (stereo not given)	-3.2	1.5
Cc1nnc(SCC(=O)Nc2ccc(OC(F)(F)F)cc2)s1	-6.0	2.7
Cc1ccccc1NC(=S)NCc1cccnc1	nt	-1.3
Cc1nc2c(c(=O)n1CC(=O)NCc1ccc(F)cc1)CCN(Cc1ccccc1)C2	-3.7	6.1

No new results follow: an excerpt of the list.
SMILES	mHTT CaM bind	Pf apPOL inh
COc1ccc(-c2c(Cc3ccccc3)[nH]n3c(=O)cc(-c4ccc([N+](=O)[O-])cc4)nc23)cc1	8.8	-0.6
Cc1ccc(NC(=O)Nc2nnc(-c3cccc([N+](=O)[O-])c3)s2)cc1C	2.9	-3.3
COc1ccc(C(O)=C2C(=O)C(=O)N(c3nc(C)c(C)s3)C2c2ccco2)cc1 (stereo not given)	-3.2	1.5
Cc1nnc(SCC(=O)Nc2ccc(OC(F)(F)F)cc2)s1	-6.0	2.7
Cc1ccccc1NC(=S)NCc1cccnc1	nt	-1.3
Cc1nc2c(c(=O)n1CC(=O)NCc1ccc(F)cc1)CCN(Cc1ccccc1)C2	-3.7	6.1

3 entries out of the list, sorted by count of non-hydrogen atoms, ascending.
SMILES	mHTT CaM bind	Pf apPOL inh
COc1cccc(-c2cc(C(F)(F)F)nc(S(C)(=O)=O)n2)c1	12.0	-1.3
COc1ccc(C(O)=C2C(=O)C(=O)N(c3nc(C)c(C)s3)C2c2ccco2)cc1 (stereo not given)	-3.2	1.5
Cc1nc2c(c(=O)n1CC(=O)NCc1ccc(F)cc1)CCN(Cc1ccccc1)C2	-3.7	6.1

Following part
SMILES	mHTT CaM bind	Pf apPOL inh
COc1cccc(CC(=O)NC2CCN(c3nccc(C(F)(F)F)n3)CC2)c1	nt	-177.0
CCc1ccc2c(c1)C1(NN=C(c3ccc(C)cc3)S1)C(=O)N2 (stereo not given)	99.8*	2.2
O=C1C=C2c3ccccc3CC3(CCCC3)N2C1=O	84.0*	0.3
CCOC(=O)N1CCN(CC(O)COCC2CC3CCC2C3)CC1 (stereo not given)	-0.3	-1.0
COc1ccc(C(=O)NCC2Cc3cc(F)ccc3O2)cc1OC (stereo not given)	-9.5	-0.1
Cc1ccnc(N2CCC(C(=O)NC(C)c3ccc4c(c3)OCCO4)CC2)n1 (stereo not given)	-0.2	4.8
O=C(NCc1ccco1)C(=O)Nc1ccc(N2CCCS2(=O)=O)cc1	4.4	1.7
O=C(CSc1nccc(N2CCCCC2)n1)Nc1cc(C(F)(F)F)ccc1Cl	-12.5	-4.9
O=C(Cc1cccs1)NC1CCCC(OC(=O)Nc2ccc(F)cc2)C1 (stereo not given)	-7.1	-2.7
COc1cc(CNC(C)C)c([N+](=O)[O-])cc1OC	-2.8	-5.1
CCOC(=CNc1ccc2nsnc2c1)OCC	-19.0&-17.5	17.4&-5.9
Cc1ccc(S(=O)(=O)Nc2nc(C)c(NC(=O)Nc3ccccc3Cl)s2)cc1	40.7	-8.2
Cc1cccc(C(=O)NC(Nc2ccc([N+](=O)[O-])cc2)C(Cl)(Cl)Cl)c1 (stereo not given)	38.0	-0.6
CCCCNC(=O)c1c[nH]c2ccc(S(=O)(=O)N(C)c3ccc(Cl)cc3)cc2c1=O	7.0	-18.4
CCOc1ccc(N2CC(c3nnc(NC(=O)C(C)C)o3)CC2=O)cc1 (stereo not given)	2.2	-3.1
CC(=NS(=O)(=O)c1ccc(C)cc1)N1CCN(S(=O)(=O)c2ccccc2)C1C(C)C (stereo not given)	25.0	-9.2
Cc1cc(-c2cc(=O)[nH][nH]2)c(C)s1	4.5	nt
CCN(CC)S(=O)(=O)c1ccc(F)c(C(=O)Nc2ccc(F)c(F)c2)c1	-9.0	-0.5
c1ccc(-c2nnc(-c3ccncc3)n2-c2ccccc2)cc1	-4.1	-1.9
CCOc1ccc(S(=O)(=O)Nc2c(CC)cccc2CC)c2cccnc12	21.0	-7.3
Cc1nc2ccccc2n1C(F)(F)C(F)Cl (stereo not given)	-1.8	-17.6
CSCCNC(=O)c1sc2cccc(C)c2c1Cl	-6.7	4.6
c1ccc2nc3c(nc2c1)c1ccccc1n3CN1CCCCC1	-8.0	-5.6
O=C(NNc1ccc(-c2csnn2)cc1)c1cc(Cl)cc(Cl)c1	nt	-3.3
CC1CCN(C(=O)C2c3ccccc3CCN2CC(=O)Nc2cccc(Cl)c2)CC1 (stereo not given)	59.5*	0.0
CC(C)C[C@@H](COc1ccccc1)N1CCN(Cc2ccccc2)CCC1=O	42.7	3.5
CCN(CCNC(=O)C1CCCN(c2cn[nH]c(=O)c2)C1)Cc1ccccc1 (stereo not given)	9.6	-4.0
Cc1ccc(-c2nccn3cc(C(=O)NCc4ccccn4)nc23)cc1	12.9	-1.1
CCCc1nnc(NC(=O)C(CC)Sc2nnnn2-c2ccccc2)s1 (stereo not given)	-1.5	-2.6
COC(=O)c1cc(OC)ccc1Oc1cccc(OC)c1	nt	-0.3
O=C(Nc1ccc2c(c1)S(=O)(=O)c1cc(NC(=O)c3cccs3)ccc1-2)c1cccs1	2.0&-4.6	0.3&-3.9
O=S(=O)(Nn1cnnc1)c1ccc(F)cc1	-4.1	3.6
COc1cc(NC(=O)c2cc3n(n2)CCCN(Cc2ccccc2)C3=O)cc(OC)c1OC	39.9	2.3
Cc1ccc(N2NC(=O)/C(=C\c3cccs3)C2=O)cc1Cl	2.0	0.5
O=C1c2ccc(Oc3ccc([N+](=O)[O-])cc3)cc2C(=O)N1c1cccnc1	-2.0	3.6
CCN1C(=O)c2cccnc2Sc2cc(C(=O)N3CCCC3)ccc21	-2.2	5.0
O=C(O)c1ccc(CNS(=O)(=O)c2ccc(F)c(C(=O)Nc3ccccc3Cl)c2)cc1	7.0	0.4
COc1ccc(C2=NN3COc4ccc(Cl)cc4C3C2)cc1 (stereo not given)	27.0	-4.1
Cc1ccccc1C(=O)N1CCCC(COc2cccc(C(=O)N3CCCCC3)c2)C1 (stereo not given)	4.6	-2.5
O=c1oc(-c2cccc(C(F)(F)F)c2)nc2c(Br)cc(Br)c(F)c12	nt	-0.3
Cc1nc2c(c(=O)n1CC(=O)Nc1ccc(F)cc1)CCN(Cc1ccccc1)C2	-3.6	0.3
N#Cc1nc(COc2ccccc2Cl)oc1NCCN1CCOCC1	5.0	-9.4
O=C1C2CC=C(Cl)CC2C(=O)N1CC[n+]1ccccc1 (stereo not given)	-2.0	-8.8
CC(C)(C)N=C1Nc2ccccc2NC12CCCN(S(=O)(=O)c1cccnc1)C2 (stereo not given)	42.4	-13.6
C=CCn1c(=S)sc2c(Sc3nc4ccccc4[nH]3)ncnc21	nt	6.9
COc1ccc(C)cc1N(CC(=O)N1CCOCC1)S(=O)(=O)c1ccc(C)cc1	10.4	-2.7
COCCCNC(=O)c1ccc2c(c1)nc1n2CCCCC1	-7.0	-6.2
O=c1[nH]c(-c2ccccn2)nc2c1CSCC2	nt	-96.8
Cc1ccc(C(CC(=O)NCC2(c3ccccc3)CCOCC2)c2ccccc2)c(O)c1 (stereo not given)	40.9	2.8
COc1ccc(C(=O)Nc2cccn3nc(C4CC4)nc23)cc1	-0.4	2.2

The results go on.
SMILES	mHTT CaM bind	Pf apPOL inh
CC1CN(c2ccc([N+](=O)[O-])cc2Cl)CCN1S(=O)(=O)c1ccc(Cl)cc1 (stereo not given)	31.3	0.0
CC(C)(C)n1nc2c(c1NC(=O)c1cccc(Br)c1)CS(=O)(=O)C2	-7.0	-7.7
COc1ccc2c(c1OC)C(=O)OC2Nc1nc2c(s1)CCCC2 (stereo not given)	25.0	-1.9
CC(C)N(CC#CCC1(O)c2ccccc2-c2ccccc21)CCO	4.0	-9.5
Oc1c(C=NCc2ccc(F)cc2)[nH]c2ccc(Br)c(Cl)c12	55.0*	5.1
O=C(NC(c1ccccc1)c1ccccc1)C1CC1c1ccccc1 (stereo not given)	-6.7	-6.1
Cc1ccc(NC(=O)c2cc3cc(Br)cc(Br)c3oc2=O)cc1	4.0	-0.7
Cc1ccc(Nc2cc(-n3cccn3)ncn2)cc1	-0.5	-3.9
O=C(NCc1ccccc1)c1ccc(NC(=O)C2CC2)cc1N1CCOCC1	1.1	-2.1
COc1cc(OC)c(OC)cc1CN1CCN(c2cc(C)ccc2C)CC1	25.9	3.8
O=C(NCC1CCCO1)C1CC(=O)N(C2CCCCC2)C1 (stereo not given)	-1.8	-4.8
COC(=O)c1ccc(C(=O)N(CCc2ccccc2)Cc2ccccn2)cc1	-12.7	-15.7
CC1CCN(c2nc3c(c(=O)n(C)c(=O)n3C)n2CCSc2nc3ccccc3o2)CC1	0.0	1.0
COc1ccc(C(=O)N2CCC(COc3ccc(C(=O)N4CCCC4)cc3)CC2)cc1	2.5	-2.5
Cc1ccc2nc(N3CCC(C(=O)NCCc4ccccc4)CC3)[nH]c2c1	-8.0	-16.6
O=C(NCc1ccc2c(c1)OCO2)c1ccc(-c2cccc(F)c2)nc1	-5.4	-1.2
COc1cccc(Cn2cc(S(=O)(=O)N3CCCCCC3)ccc2=O)c1	-9.5	-2.0
CC(C)N(C(=O)Nc1cccc(Cl)c1)C(C)C	-2.9	-3.3
O=C(c1ccc2c(c1)OCO2)N1CCN(c2nc(CN3CCCCC3)cs2)CC1	14.9	-4.9
COC(=O)c1cc(C)nc(Sc2ccccc2NC(=O)c2ccccc2)n1	nt	-8.0
Cc1ccc(S(=O)(=O)c2ccccc2)cc1S(N)(=O)=O	-4.7	-6.6
Cc1ccc(C(=O)N2CC=C(C(=O)NC3CC3)CC2)c(C)c1	5.3	-1.2
Cc1cccc(C(=O)N2CCN(c3cc(Cl)ccc3C)C(=O)C2C)c1 (stereo not given)	6.0	-5.7
CC(C)(C)c1oc2cc(Br)c(O)cc2c1C(=O)O	-7.1	-5.4
COc1nccc(N2CCC(CC(=O)NCCN3CCCCCC3)CC2)n1	11.1	-8.0
CCCc1cc(C2CCCN2Cc2ccc(OCC)cc2)no1 (stereo not given)	-24.2	-5.8
COc1cccc(CN2CCc3c(cc(C(=O)NCCN4CCCC4)n3C)C2)c1	37.2	-1.4
O=C(CSc1nc(-c2ccccc2)ns1)NCC1CCCO1 (stereo not given)	-9.7	-9.0
O=[N+]([O-])c1ccc(CSc2nnc(Nc3ccccc3)s2)cc1	1.0	-7.0
COc1ccc(CNC(=O)CC2CCN(C(=O)c3ccc(C)cc3)CC2)c(OC)c1	9.6	-1.1
CCc1ccc(N2C=C(C#N)S(=O)(=O)c3c(F)cccc32)cc1	2.1	-3.2
CN1CCC(N(CC2CCOC2)C(=O)c2cc(F)cc(F)c2)CC1 (stereo not given)	-10.0	-3.3
CC(C)CC(C(O)=C(C#N)c1nc2ccccc2[nH]1)N1C(=O)c2ccccc2C1=O (stereo not given)	92.4*	-4.1
O=C1NC(c2ccccn2)Nc2sc3c(c21)CCC3 (stereo not given)	69.0*	0.3
COCCCNC(=O)c1ccc([N+](=O)[O-])cc1	-5.0	-6.1
O=C(O)C(Cc1ccccc1)N/C=C/C(=O)C(F)(F)F (stereo not given)	3.0	0.4
CCOC(=O)N1CCN(Cc2ccc(Cl)cc2Cl)CC1	-13.4	-6.0
O=c1[nH]nc(Sc2ncccc2C(F)(F)F)n1C1CCCCC1	nt	-3.7&5.7
Cc1noc(C)c1S(=O)(=O)NCC1CCN(C(=O)Nc2ccc(F)cc2)CC1	-8.2	-6.3
Cc1nc(-c2cc3cc(Cl)cc(Cl)c3oc2=O)cs1	-6.0	-5.1
Cc1ccc2nc(NC(=O)Nc3ccc(F)cc3)sc2c1	-0.7	3.3
c1cc(CNc2nc(C3CC3)nc3c2CCC3)ccn1	-0.1	-3.4
N#CC(CCC(=O)O)(CCC(=O)O)S(=O)(=O)c1ccccc1	nt	-13.2
CCOc1ccc(CNC(=O)C2CC(=O)N(c3cccc(NC(C)=O)c3)C2)cc1 (stereo not given)	1.4	-3.2
O=S(=O)(Cc1ccc(Cl)cc1)N1CCN(c2ncccn2)CC1	nt	-0.3
Cc1ccc(NC(=O)C2CCN(c3cc(C(=O)N4CCCC4)ccn3)CC2)cc1	10.0	-1.0

As entered above:
mHTT CaM bind result of Cc1ccc(NC(=O)C2CCN(c3cc(C(=O)N4CCCC4)ccn3)CC2)cc1 is entered as 10.0
mHTT CaM bind result of c1cc(CNc2nc(C3CC3)nc3c2CCC3)ccn1 is entered as -0.1
mHTT CaM bind result of Cc1ccc2nc(NC(=O)Nc3ccc(F)cc3)sc2c1 is entered as -0.7
Pf apPOL inh result of CCOc1ccc(CNC(=O)C2CC(=O)N(c3cccc(NC(C)=O)c3)C2)cc1 (stereo not given) is entered as -3.2

Rows were taken by chance; 3.5% or so of the library scored in one or more.
